Screens deposited in PubChem BioAssay by The Scripps Research Institute Molecular Screening Center.
KLK7 zymogen act: activates the human kallikrein-7 zymogen. AID 652039. 0.9% of 370,000 active. purified proKLK7, EDANS-DABCYL substrate fluorescence; 100% is mature enzyme control, 0% vehicle. P49862. activation, % at 7 µM;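 active = activation above the mean of all tested compounds plus 3 SD, computed per campaign excluding outliers beyond control limits, cut at about 13% in these data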
Target sequence (P49862 whole entry, looked up): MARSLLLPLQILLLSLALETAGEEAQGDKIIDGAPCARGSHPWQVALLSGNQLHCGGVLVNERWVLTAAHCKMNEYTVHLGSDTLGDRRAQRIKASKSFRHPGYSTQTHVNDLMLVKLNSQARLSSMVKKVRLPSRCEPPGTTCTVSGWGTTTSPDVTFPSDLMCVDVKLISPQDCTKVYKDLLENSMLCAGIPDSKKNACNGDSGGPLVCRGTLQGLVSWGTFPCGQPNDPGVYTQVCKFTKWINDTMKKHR
Tn6 DDE FP: disrupts Tn6 cyclic peptide binding to fibrin D-Dimer-E complex. 0.21% of 370,000 active. inhibition, % at 8.3 µM. Fibrin DD(E) TRITC-Tn6 fluorescence polarization displacement. P02675. AID 720509;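 active = inhibition above a per-campaign cutoff: mean of compounds within control limits plus 3 SD, cut at about 15% in these data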;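 note: 0% = median of all compound wells on the plate and 100% = blocking peptide control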
Target sequence (P02675 whole entry, looked up): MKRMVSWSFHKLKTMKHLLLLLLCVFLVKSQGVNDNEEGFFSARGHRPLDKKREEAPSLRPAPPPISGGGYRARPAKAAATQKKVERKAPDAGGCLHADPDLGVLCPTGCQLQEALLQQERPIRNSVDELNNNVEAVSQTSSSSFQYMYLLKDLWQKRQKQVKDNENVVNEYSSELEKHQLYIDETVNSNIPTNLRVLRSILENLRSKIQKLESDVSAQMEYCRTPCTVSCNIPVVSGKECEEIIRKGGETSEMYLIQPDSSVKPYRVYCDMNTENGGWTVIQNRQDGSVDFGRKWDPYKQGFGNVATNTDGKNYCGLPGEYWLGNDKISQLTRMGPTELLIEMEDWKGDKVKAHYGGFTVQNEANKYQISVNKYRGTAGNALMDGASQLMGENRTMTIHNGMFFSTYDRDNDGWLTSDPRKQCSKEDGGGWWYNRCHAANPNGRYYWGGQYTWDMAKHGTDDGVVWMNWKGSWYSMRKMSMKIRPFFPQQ
DDE Tn7 FP inh: inhibitors of Tn7 peptide binding to human fibrin DD(E); 0.13% of 370,000 active; AID 720508; P02675; inhibition, % at 8.3 µM; FP displacement of FITC-Tn7 peptide from fibrin DD(E); 0% = median of compound wells per plate;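 active = inhibition above the mean of compounds falling within the control limits plus 3 SD of them, cut at about 14% in these data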;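 note: 0% = plate median of compound wells and 100% = 10 µM Aha-Tn7 peptide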
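system = human fibrin DD(E) protein | quantity = DD(E) 2 µM final | medium = Tris/NaCl/CaCl2 buffer, pH 7.8 | also added = labelled Tn7 tracer, 0.1 µM | compound dosing = single point at 8.3 µM | timing = compound with protein 10 min, then 3 h after probe, room temperature | signal = FP measurement | benchmarks = Aha-Tn7 high control | repeats = one replicate per compound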
ARFGAP1 inhibitor: rat ARFGAP1 inhibition; 0.26% of 360,000 active; Arfgap1-stimulated ARF1 GTP hydrolysis, GDP FP detection; Q62848; inhibition, % at 16.5 µM; AID 651572;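 active = inhibition above a per-plate limit, mean inhibition of low control wells plus 3 SD, cut at about 25% in these data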;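 note: 0% = DMSO wells with enzyme and 100% = wells lacking Arfgap1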
Target sequence (Q62848 1-136 limits assumed): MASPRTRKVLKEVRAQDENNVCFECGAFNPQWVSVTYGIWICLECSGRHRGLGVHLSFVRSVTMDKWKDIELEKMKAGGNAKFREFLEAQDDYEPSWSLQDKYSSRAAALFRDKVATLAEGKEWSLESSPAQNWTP
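Material: rat Arfgap1 GAP domain (His6, aa 1-136), purified enzyme. Also added: human ARF1(Δ1-17)-GTP substrate. Compound dosing: 16.5 µM single point, 1.26% DMSO. Timing: enzyme reaction 120 min at 25 °C after 20 min preincubation. Signal: GDP detection by fluorescence polarization. Read-out basis: percent inhibition of GAP-stimulated GDP formation, scaled between DMSO and no-Arfgap1 medians.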
ASAP1 inh: blocks human ASAP1-stimulated Arf1 GTP hydrolysis; GDP FP detection; AID 624377; 0.19% of 360,000 active; inhibition, % at 16.5 µM; Q9ULH1; in the data active = inhibition above about 25%;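 note: 0% = vehicle with enzyme and substrate and 100% = no enzyme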
LEDGF integ inh: blocks HIV-1 LEDGF/p75-dependent DNA integration; TR-FRET IN-LEDGF/p75 DNA integration, Eu/Cy5; inhibition, % at 3.7 µM; 0.64% of 370,000 active; AID 743269;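 active = inhibition above the screen-wide mean plus 3 SD, cut at about 13% in these data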;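 note: signal is the Cy5 over europium emission ratio at 671 and 618 nm; 0% = plate median of compound wells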
PLC-gamma1 inh: inhibitors of human phospholipase C gamma1 | P19174 | purified PLC-gamma1, fluorogenic substrate, fluorescence | inhibition, % at 12.2 µM | 0.84% of 370,000 active | AID 720700; in the data active = inhibition above about 9.5%
TDP2 inh: TDP2 (human) inhibition, absorbance primary screen; O95551; recombinant TDP2, T5PNP hydrolysis, p-nitrophenol absorbance 415 nm; inhibition, % at 12.8 µM; 0.34% of 370,000 active; AID 720702;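 active = inhibition above the mean of all tested compounds plus 3 SD, set per campaign, cut at about 25% in these data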;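 note: 0% = DMSO with enzyme and 100% = buffer with substrate but no TDP2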
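Test system: human TDP2 enzyme; Input: 120 nM TDP2 per well; Buffer or medium: Mg2+-containing Tris-HCl buffer, pH 7.5; Reagent: 5 mM T5PNP; Dosing: 12.8 µM single point, 1% DMSO; Incubation: reaction 2 h, 37 °C; Detection: p-Nitrophenol epi absorbance; Read-out: % inhibition relative to enzyme-containing and enzyme-free wells; Replicates: single well per compound.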
ADAM10 inh: inhibits human ADAM10; recombinant ADAM10, EDANS/DABCYL FRET peptide cleavage, 3 h; O14672; inhibition, % at 7 µM; 0.62% of 370,000 active; AID 720582;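 active = inhibition above a per-campaign cutoff equal to the mean of compounds falling between control-based bounds plus 3 SD, cut at about 20% in these data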;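 note: 0% = DMSO wells while the 100% control is not disclosed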
ADAM17 inh: ADAM17 inhibition, QFRET primary screen. P78536. recombinant ADAM17, EDANS/DABCYL FRET peptide cleavage. inhibition, % at 6.95 µM. 0.83% of 370,000 active. AID 720648;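 active = inhibition above the mean of compounds lying between control limits plus 3 SD, set per campaign, cut at about 8.5% in these data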;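 note: 0% = DMSO-only wells as the low control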
An asterisk follows results filed as active; i = inactive; x = not tested or not shown.

SMILES,KLK7 zymogen act,Tn6 DDE FP,DDE Tn7 FP inh,ARFGAP1 inhibitor,ASAP1 inh,LEDGF integ inh,PLC-gamma1 inh,TDP2 inh,ADAM10 inh,ADAM17 inh
Nc1nc(SCC(=O)Nc2cc(S(=O)(=O)N3CCOCC3)ccc2Cl)n[nH]1,-0.5,4,-4,-7,11,4,2,-7,3,-1
COC(=O)CCN(C(=O)c1cccc([N+](=O)[O-])c1)c1ccccn1,0.8,5,1,3,8,-2,2,-7,-2,-1
Cc1ccc2c(C)c(C(=O)N(Cc3ccc(N(C)C)cc3)C3CCS(=O)(=O)C3)oc2c1 (configuration not stated),-0.2,1,1,-3,21,0,0,-6,4,0
CCN(CC)CCn1c(-c2ccccc2)nc(=S)c2c1CC(C)(C)OC2,0.5,-7,-9,3,1,2,7,-24,13,6
C=CCN(N=Nc1cccc([N+](=O)[O-])c1)c1cccc([N+](=O)[O-])c1,-0.9,6,5,5,-2,-2,3,11,2,1
C(=N\c1nc2ccccc2n1Cc1ccccc1)/c1cccs1,-0.1,8,-5,-11,-6,-1,-4,-2,0,-3
CC(C)(C)OC(=O)NCCCCCNC(=O)c1nc[nH]c1C(=O)N1CCN(c2ccccc2)CC1,0.0,3,0,-1,6,0,3,-6,5,3
O=C(Nc1cccc(F)c1)C1CCCN(C(=O)c2ccc(Cl)cc2)C1 (configuration not stated),0.1,6,-7,4,8,-2,4,3,-8,-4
O=C1N(Cc2cccc(Cl)c2)C[C@@H]2C[C@@H](c3cccn3-c3ccccn3)N3CCC[C@@]123,0.0,-6,8,-3,-3,6,-2,11,-4,-2
CC(O)CNc1nc2sc3c(c2c(=O)n1Cc1ccco1)CCCCC3 (configuration not stated),0.0,-1,6,-4,7,-1,-5,-2,-1,1
Brc1ccc([C@H]2C=C[C@H]3CCCN4CC[C@H]2[C@@H]3[C@]42CO2)cc1,-0.4,-5,-6,1,-4,2,-1,11,-6,-5
CCOC(=O)C1(Cc2ccccc2)CCN(Cc2cccc(C#N)c2)CC1,-0.9,7,-5,x,x,-3,0,-2,-3,-1
CC1CCN(c2ncccc2C(=O)O)CC1,0.2,-4,-4,-7,-2,-1,2,7,-3,-2
Cc1cccc(CN2CCSc3sccc3C2=O)c1,0.2,0,-4,3,7,5,13*,-11,5,8
COc1cccc(NC(=O)CCC2CCN(C(=O)c3sccc3C)CC2)c1,-0.5,2,1,6,-6,0,-3,-2,-3,0
O=C(O)C(O)C(O)c1nc2ccccc2[nH]1 (configuration not stated),-0.3,-1,6,6,-1,-7,4,-1,-2,-4
O=c1cc(Cc2nnc(SCc3ccccc3)n2-c2ccc(Cl)cc2)[nH]c(=O)[nH]1,-0.9,7,-9,-3,-2,2,7,-19,10,5
CCCC(=O)Nc1nc(CC(=O)OCC)cs1,-0.3,2,8,-7,-18,1,0,6,7,-5
Cc1oc2c(C)c(O)ccc2c(=O)c1-c1ccc2ccccc2n1,-0.6,-4,0,6,3,6,7,-3,0,-4
O=C(Nc1nnc(C2CC2)s1)C1CCCO1 (configuration not stated),-0.6,2,2,6,14,-4,1,-6,-4,-7

Taken from above for reference:
SMILES,KLK7 zymogen act,Tn6 DDE FP,DDE Tn7 FP inh,ARFGAP1 inhibitor,ASAP1 inh,LEDGF integ inh,PLC-gamma1 inh,TDP2 inh,ADAM10 inh,ADAM17 inh
O=c1cc(Cc2nnc(SCc3ccccc3)n2-c2ccc(Cl)cc2)[nH]c(=O)[nH]1,-0.9,7,-9,-3,-2,2,7,-19,10,5
CCCC(=O)Nc1nc(CC(=O)OCC)cs1,-0.3,2,8,-7,-18,1,0,6,7,-5
Cc1oc2c(C)c(O)ccc2c(=O)c1-c1ccc2ccccc2n1,-0.6,-4,0,6,3,6,7,-3,0,-4
O=C(Nc1nnc(C2CC2)s1)C1CCCO1 (configuration not stated),-0.6,2,2,6,14,-4,1,-6,-4,-7

Going on with the list:
SMILES,KLK7 zymogen act,Tn6 DDE FP,DDE Tn7 FP inh,ARFGAP1 inhibitor,ASAP1 inh,LEDGF integ inh,PLC-gamma1 inh,TDP2 inh,ADAM10 inh,ADAM17 inh
O=C(Nc1ncccn1)c1cc(-c2cccc(Br)c2)nc2ccccc12,-0.5,-7,-7,9,10,4,3,-4,5,6
CC(C)C(=O)N1CCC(Cc2ccccc2)CC1,0.4,2,0,10,-8,1,5,3,1,0
COc1cccc(CC(=O)N2CCN(S(=O)(=O)c3ccc(Br)cc3)CC2)c1,0.3,4,3,-11,-13,3,12*,-11,8,5
CC1(c2nnc(Cc3ccccc3)o2)CC(c2cccc(F)c2)=NO1 (configuration not stated),-0.4,-2,2,11,-3,0,-1,-11,3,-3
Cc1ccc(S(=O)(=O)NN2C(=O)c3ccccc3NC2(C)C)cc1,49*,-1,-11,7,-8,2,-204,-12,i,-158
CC1(C)Cc2cccc(OCC(=O)NCCc3ccccc3)c2O1,-0.1,-1,4,13,1,2,-1,-2,9,-1
CCC(CC)C(=O)N(C)c1c(C)nc2c(OCc3ccccc3C(=O)OC)cccn12,0.1,-3,1,0,1,-1,2,-3,-10,-1
S=C(NCCc1ccccc1)Nc1ccc(N2CCCCC2)cc1,0.7,-5,0,9,10,2,2,-2,-3,0
CCC(C(=O)NC1CCCC1)n1c(C2CC2)nc2ccccc21 (configuration not stated),0.4,7,-4,7,7,1,0,5,-9,-7
Cc1cc(S(=O)(=O)N(Cc2ccc(C(C)C)cc2)CC2CCCO2)ccc1-n1cnnn1 (configuration not stated),-0.2,7,11,-4,1,0,0,-10,24*,5
CC(=O)Nc1cccc(N=NN2CCOCC2)c1,0.0,6,3,6,-3,-2,0,-1,-5,0
Nc1nnc(Sc2ccc(Cl)cc2[N+](=O)[O-])s1,0.5,0,-3,-10,8,-4,-1,-4,1,1
COc1ccc(CN2CCNC(=O)C2CC(=O)NCc2cn3ccc(C)cc3n2)c(OC)c1 (configuration not stated),0.4,-3,-3,-20,-2,5,-6,4,-22,-4
CC12CCC(c3n[nH]c(=S)nc31)C2(C)C (configuration not stated),-0.5,-4,-2,9,-7,0,2,-5,11,1
O=C(/C=C/c1ccco1)NC(=S)Nc1ccc(Cl)cn1,2.7,-3,-7,0,7,6,-18,-1,-12,-1
Cc1c(C(C)CCCO)oc(=O)c2c1Oc1c(C)c(C(C)C[C@@H](C)O)oc(=O)c1C2 (some centres not stated),0.9,6,6,-3,-8,4,-1,5,4,-5
Nc1c(/C=C2/C=CC(=O)C(O)=C2)c(=O)nc2sc(CC(=O)N3CCOCC3)nn12,-0.8,-4,-4,9,2,13,-49,-9,-59,-23
CCc1nnc(N/N=C/c2ccccc2F)n1N,-0.2,-6,0,-2,-3,58*,4,66*,-11,-5
Cc1ccc(C(=O)N2CCN(c3ccc([N+](=O)[O-])c(N4CCOCC4)c3)CC2)cc1,0.5,4,1,20,8,1,5,-7,8,3
COc1cc(NC(=O)C2CCN(S(=O)(=O)c3ccc4[nH]c(=O)oc4c3)CC2)cc(OC)c1,-0.1,2,8,-13,-9,-1,-1,-8,2,1
Cc1cccc(OCC(=O)NCC(=O)N/N=C/c2ccc(N(C)C)cc2)c1,-0.5,-7,-2,10,8,1,-7,0,-50,-23
CC1(C)CC(=O)C2=C(C1)N(Cc1cccnc1)C(=O)C2(NC(=O)c1cccnc1)C(F)(F)F (configuration not stated),0.1,-2,2,-8,1,-5,2,7,8,-8
CC(=O)c1cccc(NC(=O)/C=C/c2ccc(S(=O)(=O)N3CCOCC3)cc2)c1,-0.3,0,0,16,14,-4,-4,-3,-16,2
CC1Cc2[nH][nH]c(=O)c2C(C2CC2)O1 (configuration not stated),0.2,1,-6,4,12,-6,0,8,-11,-4
CC(C)(C)n1ncc2c(=O)n(CC(=O)Nc3ccc4c(c3)OCO4)cnc21,0.2,-3,3,12,-2,-2,1,2,6,2
NC1=NC[C@@H](Cc2ccc(O)cc2)N1CCCCC1CCCCC1,0.7,0,-7,9,-2,-1,5,-4,0,2
O=C1NC[C@H](Cc2ccc(O)cc2)N(C[C@@H]2CCCN2C[C@H](Cc2ccc(O)cc2)N2C[C@H](Cc3ccccc3)N(CCc3ccccc3)C(=O)C2=O)C1=O,0.4,3,1,17,18,11,5,-19,8,10*
COc1ccc(/C=N\NC(=O)c2ccc([N+](=O)[O-])cc2)cc1COc1c(F)c(F)cc(F)c1F,-0.3,-12,1,82*,52*,-1,3,-2,-6,-4
Clc1ccc2nc(CN3CCCCCC3)cn2c1,-0.9,-13,-7,17,4,2,0,-1,-2,-1
CCS(=O)(=O)N1CCCC(C(=O)NCc2ccc3c(c2)OCO3)C1 (configuration not stated),0.1,-15,1,12,-5,-2,3,8,6,1
Cc1ccc(CS(=O)(=O)CCC(=O)NCC2CCCO2)cc1 (configuration not stated),-0.3,-1,7,8,-5,-3,0,6,0,-3
COc1ccc(S(=O)(=O)Nc2noc3ccccc23)cc1,0.2,7,-6,3,1,1,1,9,1,-1
CCOc1ccc(Cn2ccnc2)cc1[N+](=O)[O-],0.7,-3,1,2,8,2,6,-16,3,2
COc1ccccc1Oc1ccc(S(=O)(=O)Nc2cccnc2)cc1,-0.1,3,-6,-14,-3,1,2,7,2,-2
CC(C)(C)C(=O)CN1C(=O)NC(c2ccccc2)(c2ccccc2)C1=O,0.2,1,-3,3,-12,6,1,-4,-7,2
Cc1nnc(SCC(=O)N(C2CCCCC2)C2CCS(=O)(=O)C2)n1C (configuration not stated),-0.3,-3,-5,-2,-6,-2,2,2,-11,-5
COc1ccc(-c2csc(NC(C)c3nc4cc(C(=O)NCCCO)ccc4n3Cc3ccc(C)cc3)n2)cc1 (configuration not stated),-0.4,0,7,5,18,-1,-13,-11,2,0
CN1CCN(C(=O)C2=C[C@H](C(C)(C)C)C[C@H](OCCCCO)O2)CC1,0.0,-5,4,5,-13,0,0,-8,4,-4
CC(C)c1ccc2c(c1)C1(NN=C(c3ccccc3)S1)C(=O)N2 (configuration not stated),0.5,-3,9,-1,10,1,-273,4,-14,-8
